Compound activity as filed in PubChem BioAssay.
Tau fibril ThT = inhibitors of human tau fibril formation, thioflavin T binding; Potency, µM (series often up to 57.4 µM), without a hit: at the top dose activity, negative = inhibition, actives largely listed as inhibitors; AID 1460; recombinant tau K18 P301L, heparin-induced fibrillization, ThT fluorescence; hit rate 2.1% among 270,000; also: % is scaled to controls: 0 for no effect and ±100 for the full control effect; nearly all actives have a fitted effect of over 55% in size
Target sequence (P10636 561-689 P618L limits assumed): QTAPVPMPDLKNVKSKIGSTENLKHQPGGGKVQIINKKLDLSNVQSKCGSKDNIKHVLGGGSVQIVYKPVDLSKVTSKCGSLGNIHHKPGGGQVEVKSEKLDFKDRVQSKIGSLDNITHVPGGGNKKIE
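Fibril formation assay: tau K18 P301L at 15 uM with trace Alexa 594 label, heparin inducer 20 uM, pH 7 sodium acetate buffer, 37 C for 6 hr; endpoint ThT signal.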
aGlu spleen mod = lysosomal alpha-glucosidase (human) modulation | AID 2112 | human spleen homogenate, 4-MU-alpha-glucoside fluorescence | P10253 | hit rate 0.006% among 240,000 | Potency, µM (series often up to 79.9 µM), inactives show at the highest dose activity change, negative = inhibition, most hits filed as inhibitors;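 also: 0% = enzyme with vehicle and -100% = no enzyme basal signal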
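Compounds were titrated against alpha-glucosidase in spleen homogenate at pH 5.0, with 1 mM 4-methylumbelliferyl substrate for 40 min at 37 C. Reactions were quenched with pH 10 NaOH/glycine and fluorescence measured.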
Tau fluor cs = counter-screen for tau fibril formation inhibitors; tau K18 P301L (four-repeat tau fragment) Alexa594 fluorescence, heparin fibrillization; Potency, µM (highest dose often 57.7 µM), inactives show top-dose activity change, negative = decrease; hit rate 0.93% among 280,000; also: % is scaled to controls: 0 for no effect and ±100 for the full control effect; nearly all actives have a fitted effect of over 55% in size
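Human K18 P301L tau (15 uM unlabeled plus 0.24 uM Alexa 594-labeled, final) in 100 mM sodium acetate pH 7 was mixed with compound and 20 uM heparin and incubated 6 hr at 37 C.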
aGal spleen mod = alpha-galactosidase A (human) modulation | hit rate 0.008% among 240,000 | P06280 | human spleen homogenate, 4MU-alpha-Gal fluorescence, 40 min | Potency, µM (titrated, usually from 80 µM), inactives show at the top dose activity change, negative = inhibition, most hits filed as inhibitors;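 also: 0% = enzyme with vehicle and -100% = no enzyme basal signal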
Target sequence (P06280 32-429 limits assumed): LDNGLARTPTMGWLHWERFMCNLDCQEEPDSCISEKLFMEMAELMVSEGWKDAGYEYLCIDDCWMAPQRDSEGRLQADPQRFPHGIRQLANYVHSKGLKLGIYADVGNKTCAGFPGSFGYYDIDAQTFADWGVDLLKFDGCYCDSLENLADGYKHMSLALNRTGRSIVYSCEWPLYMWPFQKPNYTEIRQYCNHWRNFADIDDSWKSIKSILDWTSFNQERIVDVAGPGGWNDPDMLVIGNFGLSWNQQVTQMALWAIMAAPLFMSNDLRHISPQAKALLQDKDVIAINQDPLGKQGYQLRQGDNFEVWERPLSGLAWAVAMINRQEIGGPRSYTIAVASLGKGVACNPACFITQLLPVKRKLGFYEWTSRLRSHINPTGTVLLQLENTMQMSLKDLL
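Human spleen homogenate (1 ug) as enzyme source, 4-methylumbelliferyl-alpha-D-galactopyranoside 1 mM final, citrate/phosphate pH 5.0 with 0.01% Tween-20. Compounds 40 min at 37C, NaOH/glycine stop; fluorescence Ex 365/Em 440, Hill-fit AC50.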
GAA glycogen = inhibitors or activators of human alpha-glucosidase glycogen cleavage; P10253; recombinant GAA, glycogen substrate, Amplex Red glucose oxidase fluorescence; Potency, µM (highest dose often 76.4 µM), without a hit: at the top dose activity change, negative = inhibition, most hits filed as inhibitors; hit rate 0.38% among 300,000; AID 2100;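 also: 0% = full enzyme reaction and -100% = no-enzyme basal signal; the screen sought inhibitors and activators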
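Recombinant human enzyme (4 nM); glycogen substrate; 37 C, 40 min, pH 5.0. Readout: coupled glucose oxidase/Amplex Red fluorescence.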
HTT cytoprotect = Huntington cell model cytoprotection by ATP luminescence; hit rate 0.14% among 230,000; Potency, µM (highest dose often 56.4 µM), without a hit: cytoprotection (ATP increase), most hits filed as activators; PC12 HTT-Q103 induced, cytoprotection, ATP luminescence, 40 h; AID 1471;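 also: % of control where 0% means no effect; nearly all actives have a fitted effect of over 45% in size; toxic huntingtin expression switched on by the ecdysone agonist tebufenozide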
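ATP quantification (ATPlite) reports survival of PC12 cells in which tebufenozide, 100 nM final, switches on Htt exon 1 with 103 glutamines linked to GFP; compounds are titrated.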
GAA inh = inhibitors of human lysosomal alpha-glucosidase | AID 1466 | purified human GAA, 4-MU-alpha-glucoside fluorescence | hit rate 0.005% among 200,000 | Potency, µM (top dose mostly 76.9 µM), without a hit: at the top dose activity change, negative = inhibition, most hits filed as inhibitors;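 also: plate controls were uninhibited enzyme wells for no effect and no-enzyme background for full effect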
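AC50 values come from Hill fits of compound titrations (up to 77 uM) against 4 nM human enzyme. Substrate 4-methylumbelliferyl-alpha-D-pyranoside at 400 uM, pH 5.0 citrate buffer, 20 min room temperature; fluorescence Ex 365/Em 440 after alkaline stop.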
Tau FP inhib = inhibitors of human tau fibril formation. P10636. K18 P301L tau heparin fibrillization, Alexa594 FP, 6 h. Potency, µM (doses to about 57.7 µM), without a hit: at the top dose activity, negative = inhibition, usual class: inhibitors. hit rate 0.39% among 280,000; also: % is scaled to controls: 0 for no effect and ±100 for the full control effect; nearly all actives have a fitted effect of over 55% in size
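Read-out: fluorescence polarization of Alexa 594-labeled tau (0.24 uM), 555 nm excitation, 632 nm emission. Mixtures held 15 uM unlabeled K18 P301L, compound and 20 uM heparin, pH 7 acetate buffer, incubated 6 hr at 37 C.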
* marks the source's active call; other numbers are inactive results; ? = inconclusive; · = no result given; & = joins results of further samples; [ ] = remark or other dose. Calls follow the shape of the dose curve; as a rule, active = well fitted curve in the direction sought with a large enough effect; inconclusive = small, poorly fitted or top-dose-only effect, or another doubt; inactive = no such curve, though single readings can be large; an effect the other way counts as inactive or inconclusive. Potency is read from the fitted curve at half-maximal effect.

SMILES	Tau fibril ThT	aGlu spleen mod	Tau fluor cs	aGal spleen mod	GAA glycogen	HTT cytoprotect	GAA inh	Tau FP inhib
COc1cc(C2=NOC(C(=O)Nc3ccc(C)cc3)C2)cc(OC)c1OC (stereo unspecified)	-11%	1%	-7%	3%	1%	-29%	-9%	5%
CC1CCN(C(=O)CN2c3ccc(C(C)C)cc3-c3ccccc3S2(=O)=O)CC1	0%	·	-4%	·	9%[76.3 µM]	·	·	-11%
Cc1ccc(Cl)cc1-n1c(=O)c2sc3ccccc3c2n(CC(=O)NC2CCCC2)c1=O	-4%	·	-18%	·	-7%[76.3 µM]	·	·	?
CN(C)c1ccc(NC(=O)COC(=O)c2cc(Cl)ccc2[N+](=O)[O-])cc1	?	-7%	?	-1%	-5%	2%[10 µM]	-4%	10%
O=C(NC1CCCC1)C(c1ccccn1)N(C(=O)c1csnn1)C1CC1 (stereo unspecified)	-13%	-8%	-9%	1%	-3%	-14%[10 µM]	12%	-2%
Cc1ccc(NC(=O)C(c2ccccc2)N2Cc3ccccc3C2=O)cc1Cl (stereo unspecified)	14%	·	-4%	·	-8%[76.3 µM]	·	·	?
COCCNC(=O)CCn1c(=O)oc2ccccc21	-4%	-11%	4%	-4%	8%	-2%	?	-2%
O=C(O)c1ccc(COc2ccc(Cl)cc2)o1	-3%	-15%	5%	7%	2%	-15%[0.074 µM]	-2%	10%
CNC(=O)[C@H](Cc1c[nH]c2ccccc12)NC(=O)[C@@H](CC(=O)NO)CC(C)C	-5%	-2%	-5%	4%	·	14%&-7%	·	3%
CCOc1ccc(NC(=O)CCNS(=O)(=O)c2ccc3c(c2)oc(=O)n3C)cc1	2%	·	-3%	·	10%[76.3 µM]	·	·	-5%
Cc1ccc2nc(Cl)c(CN(Cc3cccs3)C(=O)C3CC3)cc2c1	-21%	?	-10%	11%	1%	26%[10 µM]	2%	9%
CCOC(=O)c1c(C)[nH]c(C)c1C(=O)CSc1nnc(N)s1	-2%	4%	5%	1%	4%	0%	11%	4%
CC(=O)Nc1cc2c(cc1NC(=O)Cn1nc(-c3ccccc3F)ccc1=O)OCCO2	3%	2%	8%	-13%	3%	13%[10 µM]	-2%	3%
O=C(c1ccc(F)cc1)N1CCN(CCc2ccncc2)CC1	-7%	·	3%	·	13%[76.3 µM]	·	·	4%
CCOC(=O)C1CCN(C(=O)Nc2ccc3oc(C)nc3c2)CC1	-9%	1%	0%	-4%	-3%	2%[0.074 µM]	2%	-2%

Quoted from the listing:
Reading for O=C(NC1CCCC1)C(c1ccccn1)N(C(=O)c1csnn1)C1CC1 (stereo unspecified) under aGlu spleen mod: -8%
Reading for CCOC(=O)C1CCN(C(=O)Nc2ccc3oc(C)nc3c2)CC1 under GAA glycogen: -3%
Reading for COCCNC(=O)CCn1c(=O)oc2ccccc21 under Tau FP inhib: -2%
Reading for Cc1ccc2nc(Cl)c(CN(Cc3cccs3)C(=O)C3CC3)cc2c1 under Tau fibril ThT: -21%
Reading for CN(C)c1ccc(NC(=O)COC(=O)c2cc(Cl)ccc2[N+](=O)[O-])cc1 under GAA glycogen: -5%
Reading for Cc1ccc(NC(=O)C(c2ccccc2)N2Cc3ccccc3C2=O)cc1Cl (stereo unspecified) under Tau fibril ThT: 14%

(next part)
SMILES	Tau fibril ThT	aGlu spleen mod	Tau fluor cs	aGal spleen mod	GAA glycogen	HTT cytoprotect	GAA inh	Tau FP inhib
O=C(COc1ccc(Br)cc1)Nc1ccccc1N1CCCC1	-6%	2%	-9%	-5%	20%	·	-3%	0%
O=C(c1ccc2c(c1)N(Cc1ccc(F)cc1)C(=O)c1ccccc1S2(=O)=O)N1CCCCCC1	10%	·	0%	·	-9%[76.3 µM]	·	·	-2%
Cc1c(Cl)cccc1NC(=S)NC1CCN(Cc2ccccc2)CC1	-3%	-4%	-6%	0%	5%	14%[10 µM]	0%	2%
O=C(c1ccccc1NS(=O)(=O)c1ccc(F)cc1)N1CCc2ccccc21	-6%	-3%	-3%	0%	4%	-1%[10 µM]	2%	3%
O=C(CSCc1ccccc1Br)N/N=C/c1ccc(OCC(=O)N2CCCCC2)cc1	?	-2%	-19%	-2%	12%	23%[10 µM]	-3%	6%
N=C1C(c2ccccc2)=C(O)CN1c1cccc(O)c1	4%	4%	0%	-2%	4%	-24%	4%	-2%
Brc1ccc(OCc2nnc(SCC3CCCCC3)o2)cc1	?	-4%	-4%	4%	-3%	-3%[1.9 µM]	-4%	-1%
Cc1nc(C)c(C(=O)C2=C(O)C(=O)N(CCCN(C)C)C2c2ccco2)s1 (stereo unspecified)	-5%	-12%	6%	-2%	18%	3%[0.074 µM]	-7%	0%
O=[N+]([O-])c1cccc(-n2nnnc2CNCc2ccccc2)c1	·	3%	7%	0%	1%	21%[10 µM]	·	-5%
O=C(NC(c1ccccc1)c1c(O)ccc2ccccc12)c1ccccc1Cl (stereo unspecified)	-4%	0%	?	0%	-3%	-74%[inhibitor]	-13%	-2%
COC(=O)c1ccccc1NC(=O)Cn1c(=O)n(CCCC(=O)NCc2ccccc2OC)c(=O)c2ccccc21	-7%	·	-2%	·	13%[76.3 µM]	·	·	-7%
c1ccc(-c2nnc3sc(-c4ccncc4)nn23)cc1	-9%	0%	-7%	5%	4%	-7%	-12%	8%
COc1cc(NC(=O)c2cc3nc(-c4ccccc4)cc(-c4ccccc4)n3n2)c(OC)cc1Cl	-9%	·	-1%	·	6%[76.3 µM]	·	·	7%
CCOC(=O)CSC1=Nc2ccccc2C2=NC(CC(=O)NCc3ccc4c(c3)OCO4)C(=O)N12 (stereo unspecified)	-12%	1%	-10%	5%	-10%	4%	2%	-7%
O=C(Nc1cc(S(=O)(=O)N2CCCCC2)ccc1N1CCCCC1)c1ccncc1	?	1%	13%	1%	-14%	3%[10 µM]	·	5%
CCOC(=O)c1ccc(Nc2cc(C)nc3ncnn23)cc1	0%	0%	4%	3%	-7%	-21%	-9%	-6%
COc1ccc(NC(=S)NNC(=O)c2ccc(S(=O)(=O)N3CCOCC3)cc2)cc1	-1%	1%	8%	-1%	?	-27%	8%	7%
COc1ccc(NC(=O)Nc2ccc3nsnc3c2)cc1	?	-9%	16µM*[quencher]	-1%	0%	-15%	?	14%
Cc1ccc(S(=O)(=O)c2ccc(-n3nc(C)cc3N)cc2)cc1	0%	5%	-3%	-5%	-1%	6%[10 µM]	-12%	-4%
Cc1ccc(S(=O)(=O)Nc2c(C)n(C)n(-c3ccccc3)c2=O)cc1C(=O)NCc1ccccn1	-4%	-8%	-2%	-2%	1%	-13%	-3%	3%
CCOc1ccc(CNC(=S)N/N=C/c2cccnc2)cc1	-12%	1%	-20%	-5%	8%	-28%[10 µM]	3%	-9%
Clc1ccc(C2=Nn3c(nnc3-c3n[nH]c4c3CCC4)SC2)cc1Cl	?	-1%	4%	1%	7%	-21%[0.04 µM]	0%	14%
COC(=O)c1sccc1NC(=O)CSc1ccc(Cl)cc1	-15%	-11%	-24%	9%	-5%	9%	4%	-2%
CCOc1ccc(C2C(C(=O)O)CCC(=O)N2C2CCCCC2)cc1 (stereo unspecified)	1%	3%	0%	4%	-8%	-14%	-2%	-4%
O=C(Nc1ccccc1)Nc1nnc(Cc2ccc([N+](=O)[O-])cc2)s1	-14%	-7%	?	3%	0%	·	-7%	?
CCN(CC)CCN(Cc1cc2cccc(C)c2[nH]c1=O)C(=S)Nc1ccccc1	-10%	3%	-20%	2%	6%	-17%[10 µM]	-12%	-8%
CN(C(=O)Nc1ccccc1)C1CCS(=O)(=O)C1 (stereo unspecified)	-4%	0%	3%	2%	5%	-4%[10 µM]	-2%	4%
CC(C)Cc1nc2n[nH]c(N)c2c2c1COC(C)(C)C2	3%	6%	-4%	11%	-30%	-11%	-1%	4%
COc1cc([N+](=O)[O-])ccc1NC(=O)COC(=O)c1ccc(NC(N)=O)cc1	-6%	-8%	?	-2%	7%	-2%[10 µM]	·	-4%
O=C(CSc1nnc(NC(=O)C2CC2)s1)NCc1cccs1	8%	-6%	8%	-5%	7%	-25%	7%	6%
COc1ccc2oc(C(=O)C3CC3)c(N)c2c1	?	-1%	-23%	8%	-1%	14%	?	10%
N#Cc1cccc(NC(=O)COc2ccc(-n3ccnc3)cc2)c1	-5%	-5%	-5%	0%	0%	-12%	-14%	-7%
Cc1ccc(S(=O)(=O)N2CCCCCC2)cc1[N+](=O)[O-]	6%	-2%	-8%	-2%	2%	-5%[10 µM]	3%	11%
CCC(=O)Nc1cccc(NC(=S)NC(=O)c2cccc(C)c2)c1	?	-13%	-20%	-9%	11%	·	-10%	-11%
CCC(C)n1c(=N)c(C(=O)NC2CCCCC2)cc2c(=O)n3cc(C)ccc3nc21 (stereo unspecified)	7%	·	2%	·	0%[76.3 µM]	·	·	-9%
CCc1ccc(Nc2nc3ccccc3c(=O)s2)cc1	-2%	1%	-3%	0%	0%	·	8%	5%
O=C(Nc1ccccc1)N1CCN(CCc2ccccc2)CC1	2%	0%	3%	0%	-4%	-3%	7%	1%
Fc1ccc(-c2cn3cc(Cc4ccccc4)sc3n2)cc1	4%	·	-12%	·	12%[76.3 µM]	·	·	-14%
CC(=O)c1ccccc1NC(=O)CC1(CC(=O)O)CCCCC1	-4%	6%	-6%	5%	-6%	-37%[inhibitor]	9%	-1%
COc1cccc(C(=O)N2CCN=C2SC)c1	3%	·	5%	-5%	1%	-33%[inhibitor]	1%	7%
CN(C)S(=O)(=O)c1cc(NC(=O)COC(=O)c2ccc3c(c2)OCO3)ccc1Cl	2%	8%	7%	5%	-2%	2%[10 µM]	-5%	13%
CSCCC(NC(=O)c1ccco1)C(=O)OC(C)C(=O)NC(=O)NC1CCCCC1 (stereo unspecified)	4%	-15%	-2%	-17%	2%	15%[10 µM]	1%	0%

A section from further up, as a working copy:
SMILES	Tau fibril ThT	aGlu spleen mod	Tau fluor cs	aGal spleen mod	GAA glycogen	HTT cytoprotect	GAA inh	Tau FP inhib
CN(C)S(=O)(=O)c1cc(NC(=O)COC(=O)c2ccc3c(c2)OCO3)ccc1Cl	2%	8%	7%	5%	-2%	2%[10 µM]	-5%	13%
CSCCC(NC(=O)c1ccco1)C(=O)OC(C)C(=O)NC(=O)NC1CCCCC1 (stereo unspecified)	4%	-15%	-2%	-17%	2%	15%[10 µM]	1%	0%
